Screening data from PubChem.
FBW7 act = human FBW7 E3 ligase activation, primary screen | Q969H0 | AlphaScreen FBW7–phospho-cyclin E peptide binding, activator screen | normalized activity (activation), % at 26.1 µM | 650,000 compounds, 0.13% hits; in the data active = normalized activity above about 1.9%;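 also: purified mutant Fbw7 with reduced substrate affinity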
MITF inh = human MITF inhibition, primary screen; AID 1259374; 650,000 compounds, 0.91% hits; AlphaScreen MITF homodimerization, bead proximity signal; O75030; inhibition, % at 2.6 µM; in the data active = inhibition above about 50%;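 also: 0% = vehicle wells with protein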
Target sequence (O75030 whole entry, looked up): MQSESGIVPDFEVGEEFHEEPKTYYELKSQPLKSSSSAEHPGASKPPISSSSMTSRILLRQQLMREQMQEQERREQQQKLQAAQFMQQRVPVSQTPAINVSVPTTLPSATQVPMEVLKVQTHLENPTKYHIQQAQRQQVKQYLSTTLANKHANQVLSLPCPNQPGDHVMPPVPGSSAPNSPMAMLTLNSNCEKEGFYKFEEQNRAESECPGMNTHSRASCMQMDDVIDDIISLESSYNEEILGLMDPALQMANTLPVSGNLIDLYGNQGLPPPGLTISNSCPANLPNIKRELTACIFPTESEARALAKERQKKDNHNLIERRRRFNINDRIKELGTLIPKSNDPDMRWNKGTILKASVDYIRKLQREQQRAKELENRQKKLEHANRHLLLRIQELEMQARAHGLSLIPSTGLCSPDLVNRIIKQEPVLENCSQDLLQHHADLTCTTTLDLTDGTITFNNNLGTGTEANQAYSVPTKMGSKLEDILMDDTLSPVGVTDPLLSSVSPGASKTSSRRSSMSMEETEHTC
GPR151 activ = activates the human receptor GPR151 | Q8TDV0 | PathHunter beta-arrestin GPR151 cells, luminescence | activation, % at 11.2 µM | 650,000 compounds, 1% hits | AID 1508602; in the data active = activation above about 4.9%;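 also: 0% = median of compound wells and 100% = cells with positive control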
Target sequence (Q8TDV0 whole entry, looked up): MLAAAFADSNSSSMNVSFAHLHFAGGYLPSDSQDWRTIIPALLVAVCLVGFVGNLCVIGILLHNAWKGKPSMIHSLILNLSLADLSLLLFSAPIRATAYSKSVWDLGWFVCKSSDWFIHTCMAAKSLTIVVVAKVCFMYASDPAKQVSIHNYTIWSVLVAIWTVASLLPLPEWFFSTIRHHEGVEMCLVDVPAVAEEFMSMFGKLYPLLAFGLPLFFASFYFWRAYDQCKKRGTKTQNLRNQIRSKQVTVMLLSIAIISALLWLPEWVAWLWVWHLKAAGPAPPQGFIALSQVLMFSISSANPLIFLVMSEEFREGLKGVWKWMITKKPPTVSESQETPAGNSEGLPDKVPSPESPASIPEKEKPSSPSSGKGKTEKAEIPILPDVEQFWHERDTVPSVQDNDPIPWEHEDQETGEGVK
TEAD-YAP block = TEAD-YAP interaction inhibition. HEK-TIYL cells, TEAD-Gal4/YAP UAS-luciferase luminescence. inhibition, % at 9.12 µM. 640,000 compounds, 1.4% hits. AID 1259422; in the data active = inhibition above about 32%;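 also: 0% = median of test compound wells and 100% = reference inhibitor wells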
An asterisk follows results filed as active.

SMILES	FBW7 act	MITF inh	GPR151 activ	TEAD-YAP block
COc1cccc(CN2CCN(Cc3ccn[nH]3)CC2CCO)c1 (centres undefined)	0.1	9.4	1.2	7.3
CSc1nnc(C2CCCN2CC(=O)NCc2cccs2)n1C (centres undefined)	-0.1	-3.5	0.6	-0.7
CCOC(=O)c1cc2cnccc2nc1C(F)(F)F	-0.1	6.7	-0.4	-0.5
CC(O)CN(N)C1=NS(=O)(=O)c2ccccc21 (centres undefined)	-0.2	12.2	-0.1	6.4
CC1=C(C#N)C(=O)NC(=O)/C1=C\c1ccc(-c2ccccc2)o1	0.0	5.2	-0.8	0.5
Cn1ccnc1SCC(=O)c1ccc2c(c1)OCO2	0.3	1.4	-6.6	-51.8
COc1cccc(C(=O)Nc2c3c(nn2-c2ccccc2C)CSC3)c1	0.0	-4.2	1.1	6.2
CC(C)c1cc(C(C)C)c(S(=O)(=O)N(c2nccs2)S(=O)(=O)c2c(C(C)C)cc(C(C)C)cc2C(C)C)c(C(C)C)c1	-0.1	12.1	0.6	1.0
O=C(NC1CCCC1)C(c1ccc(F)cc1)N(CC1CCCO1)C(=O)Cc1cccs1 (centres undefined)	0.5	3.9	1.7	-10.0
COc1ccc(-c2cc(C(=O)Nc3sc(C)c(C)c3C(=O)OC(C)C)c3ccccc3n2)cc1	0.2	8.2	-0.3	2.0
O=C(NN1C(=O)c2ccccc2NC1c1ccc([N+](=O)[O-])o1)c1ccc([N+](=O)[O-])cc1 (centres undefined)	0.2	14.7	-0.6	8.8
CCCCNC(=O)C(=O)NCC1OCCCN1S(=O)(=O)c1ccc(F)c(C)c1 (centres undefined)	0.0	-0.4	0.5	9.5
CCCCCOC(=O)C1=C(C)NC2=C(C(=O)CC(C)(C)C2)C1c1cc2c(cc1Cl)OCO2 (centres undefined)	0.0	-3.9	2.4	2.5
CC(=O)N(c1cccc(C)c1)C1CCS(=O)(=O)C1 (centres undefined)	0.0	-6.0	-0.9	-4.8
Cc1ccc(S(=O)(=O)Nc2ccc(-c3cn4ccccc4n3)cc2)cc1	-0.2	-10.1	1.8	-34.0
CC1CN(CCC(=O)Nc2ccc(Br)cc2)CC(C)O1 (centres undefined)	0.0	-0.7	-0.1	-3.1
CC(C)c1ccc(-c2nnn(CC(=O)N3CCOCC3)n2)cc1	0.1	6.4	-0.7	-4.8
O=C(Nc1ccc(NC(=O)c2ccccc2Cl)cc1)c1ccccc1Cl	0.0	3.1	0.3	-15.7
O=C(Nc1ccc(NC(=O)c2ccco2)cc1)c1ccc(N2CCOCC2)c([N+](=O)[O-])c1	0.0	-5.2	0.6	7.5
O=C1N(CC2CCCCO2)CCN1c1ccc(C(F)(F)F)cn1 (centres undefined)	0.0	7.2	-0.4	-31.2
O=[N+]([O-])c1cccc2cnccc12	0.0	-8.2	-1.5	2.4
COc1ccc(N2CC(C(=O)Nc3ccc(Br)cc3)CC2=O)cc1 (centres undefined)	-0.1	5.2	-0.4	4.7
Cn1ccc(=O)c2cc(Br)ccc21	-0.1	0.2	-0.5	-0.2
O=C1/C(=C\C=C\c2ccccc2[N+](=O)[O-])c2ccccc2C(=O)N1Cc1ccccn1	-0.2	-0.6	2.9	7.8
COc1ccc([N+](=O)[O-])cc1NC(=O)c1sc2ncnc(N3CCN(c4ccccc4)CC3)c2c1C	-0.2	17.9	0.2	4.0

Compounds from the list above containing an aryl thioether with sulfur outside any ring:
SMILES	FBW7 act	MITF inh	GPR151 activ	TEAD-YAP block
CSc1nnc(C2CCCN2CC(=O)NCc2cccs2)n1C (centres undefined)	-0.1	-3.5	0.6	-0.7
Cn1ccnc1SCC(=O)c1ccc2c(c1)OCO2	0.3	1.4	-6.6	-51.8

New compounds follow.
SMILES	FBW7 act	MITF inh	GPR151 activ	TEAD-YAP block
COc1cccc(Nc2nc3ccccc3n3cnnc23)c1	0.1	1.9	0.1	-11.8
CCOc1ccccc1C(=O)Nc1ncc([N+](=O)[O-])s1	0.1	20.5	0.2	5.7
CN(Cc1cn(-c2ccccc2)nc1-c1ccc(Cl)cc1)C(=O)CCC(=O)O	0.8	18.1	5.6*	-9.9
CCOc1ccccc1NS(=O)(=O)c1c[nH]c(C(=O)OC)c1	-0.1	6.2	-0.7	3.4
COc1ccc(OC)c(NS(=O)(=O)c2cc(Br)cnc2N)c1	-0.2	-0.4	-0.9	-9.3
COc1cc2c(cc1OC)C(COc1ccc([N+](=O)[O-])cc1)N(C(=O)C13CC4CC(CC(C4)C1)C3)CC2 (centres undefined)	0.0	1.9	-0.7	1.1
COc1cc2c(cc1OC)C(COc1ccc(F)cc1)N(C(=O)/C=C/c1cc(OC)c(OC)c(OC)c1)CC2 (centres undefined)	-0.1	4.7	6.3*	6.7
Cc1ncc(-c2ccccc2)o1	0.1	-5.0	-1.1	-4.2
CCCCC(=O)OCC(=O)c1[nH]c(C)c(C(C)=O)c1C	-0.2	-5.5	-1.0	-9.3
COc1ccc(C(CC(=O)C(C)C)C2C(=O)c3ccccc3C2=O)cc1 (centres undefined)	-0.5	-2.4	1.1	6.9
Cc1nc(CNC(=O)CCN2Cc3ccccc3OC(c3ccccc3F)C2)cs1 (centres undefined)	-0.1	-7.4	0.5	1.2
Cc1cccc(NC(=O)CSc2cn(C)c3ccccc23)c1C	0.0	3.1	0.9	14.9
CC1=C(C(N)=O)C(c2ccc(O)cc2)n2nc(SCc3ccccc3)nc2N1 (centres undefined)	-0.1	4.3	0.7	2.0
Cc1ccccc1NC(=O)CSc1nnc2n(N)cnn12	0.1	-3.0	0.4	2.8
O=C(/C=C/c1ccc2c(c1)OCO2)N1CCN(c2n[nH]c(=O)[nH]c2=O)CC1	0.4	13.6	-2.1	10.4
O=C(C1c2ccccc2Oc2ccccc21)N1CCN(Cc2ccccc2)CC1	0.0	-6.5	-2.1	-6.1
COC(=O)C1=C(N)N(c2cccc(C(F)(F)F)c2)C2=C(C(=O)CC(C)(C)C2)C1c1ccc(OC)cc1 (centres undefined)	0.1	1.9	-0.7	6.6
COc1cc2c(cc1OC)C1=C(C#N)CC/C(=N\S(=O)(=O)c3ccccc3)N1CC2	-0.1	9.2	0.5	-3.8
COC(=O)CNC(=O)c1ccc(OC)cc1	-0.1	1.1	3.7	-1.0
COCCNC(=O)C1CCN(c2nc(OC)nc(OC)n2)CC1	-0.2	1.8	-0.4	-2.4
CCN1C(=Nc2ccc(O)cc2)SC/C1=C\C(=O)OC	-0.2	-17.4	-1.3	-5.2
O=C(CSc1nc(C23CC4CC(CC(C4)C2)C3)nc2ccccc12)N1CCOCC1	0.0	19.5	-1.1	-3.4
C=CCNC(=S)Nc1sc2c(c1C(=O)OCC)CCCCC2	0.0	-5.8	-2.1	6.8
CCOC(=O)c1ccc(N=C(C)c2sc3ccccc3c2O)cc1	0.0	-4.8	0.5	-2.1
COc1ccc(C2=N/C(=C/c3ccc(Cl)c(Cl)c3)C(=O)O2)cc1OC	0.0	2.1	1.2	-2.9
(cont.)
SMILES	FBW7 act	MITF inh	GPR151 activ	TEAD-YAP block
O=C1CN(C(=O)c2ccccc2)C(c2ccccc2)c2cc(Cl)ccc2N1 (centres undefined)	-0.1	-5.8	-0.2	1.9
CC(C)N(CCO)C(=O)c1cccc(OC2CCN(S(=O)(=O)N(C)C)CC2)c1	-0.1	2.9	-1.8	-3.5
COc1ccc(CNc2nccn3c(-c4ccc(F)c(Cl)c4)cnc23)cc1	0.6	21.4	0.5	7.8
N/C(CCN1c2ccccc2Sc2ccccc21)=N\O	0.0	-1.7	0.0	-1.6
Cc1cccc(OCCOC(=O)C2CCN(S(=O)(=O)c3cccs3)CC2)c1	0.1	17.1	-1.3	5.0
O=c1c2cc(N3CCCCC3)ccc2nc(SCc2cc(=O)n3cc(Cl)ccc3n2)n1Cc1ccccc1	-0.1	-1.3	2.1	-1.7
NC(=O)c1ccc(NC(=O)CN(Cc2ccc(F)cc2)S(=O)(=O)c2ccccc2)cc1	-0.1	-5.8	0.1	2.0
Cc1ccc(CNC(=O)CSc2nnc(N3C(=O)c4ccccc4C3=O)s2)cc1	-0.1	-2.1	-2.1	-2.8
CC1CCCC(C)N1C(=O)COc1ccc(F)cc1 (centres undefined)	0.1	-1.6	1.0	-3.4
Cc1ccc(C)c(CN[C@H]2C[C@H]3C(=O)N[C@H](Cc4ccccc4)C(=O)N3C2)c1	0.2	6.6	1.1	-5.0
C=CCNC(=O)/C(=C\c1ccc(N(C)C)cc1)NC(=O)c1ccccc1	-0.1	-3.4	2.1	15.6
CCn1c(C(CC(C)C)NC(=O)C2CCC(OC)CC2)nc2cccnc21 (centres undefined)	0.0	14.2	-0.7	-3.4
Cc1ccc(C)c(-c2csc(N3N=C(c4cccc([N+](=O)[O-])c4)CC3c3ccc(F)cc3)n2)c1 (centres undefined)	0.1	-4.9	-0.1	5.8
Cc1ccccc1NC(=O)c1snc2c(=O)[nH]cnc12	0.2	-9.1	0.4	0.0
COc1cccc(-c2nnc(SCC(=O)N3CCC(C)CC3C)n2-c2ccccc2)c1 (centres undefined)	-0.2	-5.3	-2.2	-10.3
CC(=O)Nc1ccccc1NC(=O)C/C(C)=N/NC(=O)C(=O)N1CCCCC1	-0.3	-6.7	-1.1	-5.0
O=C(O)CCc1nnc2n(Cc3ccc(F)cc3)c(=O)c3ccccc3n12	0.1	15.4	0.4	-5.6
CCOc1ccc(-n2c(=S)sc3c(=O)n(-c4ccccc4)c(SCC(=O)Oc4ccccc4F)nc32)cc1	0.2	-0.5	0.0	7.2
CCOC(=O)C1=C(C)N=c2s/c(=C\c3ccc(-c4cccc(Cl)c4)o3)c(=O)n2C1c1ccc2c(c1)OCO2 (centres undefined)	0.0	12.8	-1.0	-6.7
CCOc1ccccc1CNCc1ccc(OC)cc1	-0.2	4.4	1.7	-5.4
Cc1cc(Nc2ccc3c(c2)OCO3)nc(Nc2nccc3ccccc23)n1	-0.2	2.4	0.0	34.8*
O=C(NCc1ccccn1)/C(=C/c1cn(-c2ccccc2)nc1-c1ccc(Cl)cc1)NC(=O)c1ccc(Cl)cc1Cl	0.3	8.0	1.4	7.8
Cc1nc(N2CCN(c3ccccn3)CC2)c2c(C)c(C(=O)Nc3ccc(F)cc3F)sc2n1	0.3	-18.6	-0.8	3.2
COc1cc(C2C(C#N)=C(N)Oc3n[nH]c(-c4cc(OC)c(OC)c(OC)c4)c32)ccc1O (centres undefined)	-0.1	10.8	-0.3	-0.8
CCCc1[nH]nc2c1C(c1ccc(N(C)C)cc1)C(C#N)=C(N)O2 (centres undefined)	-0.1	-2.7	-0.3	-26.5
More records follow.
SMILES	FBW7 act	MITF inh	GPR151 activ	TEAD-YAP block
CCC(c1nnnn1C1CCCC1)N1CCN(C2CCCC2)CC1 (centres undefined)	-0.1	-5.6	-0.6	-1.5
Cc1ccc(CCC(=O)Nc2ccc(Cl)c([N+](=O)[O-])c2)o1	0.1	17.6	-0.2	0.5
Cc1nc2sccn2c1C(=O)Nc1ccc(Cl)c(Cl)c1	0.6	12.6	-0.9	9.6
Cc1ccc(N/N=C(\C#N)C(=O)NC2CC2)cc1C	0.6	8.4	-1.5	-20.6
COc1ccc(C2CC(C(F)(F)F)n3nc(C(=O)Nc4cc(C(F)(F)F)ccc4Cl)c(Cl)c3N2)cc1OC (centres undefined)	0.2	-1.8	-1.6	9.0
O=C(Nc1cccc(F)c1)c1ccccc1NS(=O)(=O)c1ccccc1	-0.1	6.5	0.1	8.2
CS(=O)(=O)N1CCC(Oc2ccc(-c3ccsc3)cc2)CC1	0.0	-0.3	-0.5	-29.6
NC(=O)C1CCN(C(=O)Cn2c(=O)n(Cc3cccs3)c3ncccc32)CC1	0.3	17.3	-1.5	-5.4
CC(=O)c1cccc(NC(=S)Nc2ccc(C)cc2[N+](=O)[O-])c1	0.0	14.6	-0.5	-1.4
O=C(NCc1cccnc1)c1cc2cc(C3(O)CCN(Cc4ccsc4)CC3)ccc2o1	-0.1	-2.4	-0.3	-0.9
CCCCCCCNC(=O)CCC1CC(=O)Nc2ccccc21 (centres undefined)	0.1	-2.8	0.1	5.0
CCOc1ccccc1C1C(C(=O)OC(C)C)=C(C)NC2=C1C(=O)CC(c1ccc(OC)c(OC)c1)C2 (centres undefined)	-0.1	1.3	-0.7	-5.7
COC(=O)c1sccc1N/N=C/c1ccccn1	0.4	10.1	-5.0	-39.6
Cc1ccc(C(C)C)cc1OCC(=O)NNC(=O)Nc1ccccc1	0.3	-3.1	1.8	-4.7
CCn1c(SCC(=O)N2CCC(C)CC2)nnc1-c1ccc(OC)cc1	-0.1	3.0	-0.2	-0.7
Cc1cccc2nc(CNC(=O)CC3C(=O)NCCN3Cc3cccc(F)c3)cn12 (centres undefined)	0.3	9.1	3.2	14.1
Cc1ccccc1NC(=O)Nc1nnc(CC(=O)NCc2ccccc2)s1	0.2	2.2	1.5	-4.0
Oc1ccccc1CNc1ccc(F)c(F)c1	0.0	13.7	1.8	1.2
COc1ccc(NC(=O)CSc2n[nH]c(-c3ccccc3)n2)cc1	0.0	7.3	-0.3	6.8
CCOC(=O)C1CCCCN1Cc1cc(Br)ccc1O (centres undefined)	0.4	12.2	0.3	7.5
O=C(/C=C/c1ccccc1)N1CCN(S(=O)(=O)c2ccc(Cl)cc2)CC1	0.0	0.8	0.9	-7.5

Looked up one by one from above (five):
SMILES	FBW7 act	MITF inh	GPR151 activ	TEAD-YAP block
Cc1cc(Nc2ccc3c(c2)OCO3)nc(Nc2nccc3ccccc23)n1	-0.2	2.4	0.0	34.8*
CCn1c(C(CC(C)C)NC(=O)C2CCC(OC)CC2)nc2cccnc21 (centres undefined)	0.0	14.2	-0.7	-3.4
CN(Cc1cn(-c2ccccc2)nc1-c1ccc(Cl)cc1)C(=O)CCC(=O)O	0.8	18.1	5.6*	-9.9
Cc1nc(CNC(=O)CCN2Cc3ccccc3OC(c3ccccc3F)C2)cs1 (centres undefined)	-0.1	-7.4	0.5	1.2
COc1cc2c(cc1OC)C1=C(C#N)CC/C(=N\S(=O)(=O)c3ccccc3)N1CC2	-0.1	9.2	0.5	-3.8
